KCNQ1 inh: inhibitors of human KCNQ1 channel, primary screen, cell-based, thallium flux, high-throughput; Potassium voltage-gated channel subfamily KQT member 1 (Homo sapiens), P51787; 310,000 tested, 1.3% active; B-score at 10 µM; CHO-K1 KCNQ1, FluxOR thallium flux fluorescence; active compounds read high;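 active means compounds whose thallium flux B-score, printed positive for inhibition, exceeds three library SD while starting fluorescence stays within three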;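 further: channel opened by potassium depolarization with thallium stimulus after 20 min compound exposure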
KCNQ1 pot: potentiators or activators of KCNQ1 channel, primary screen, cell-based, thallium flux, high-throughput | CHO-K1 KCNQ1, thallium flux FluxOR fluorescence; active compounds read high | B-score at 10 µM | 310,000 tested, 0.35% active;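 active means fluorescence ratio B-score, a plate-corrected score, at least three library SD, with initial intensity B-score within 5 SD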
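Doses: Single concentration per compound, DMSO matched to controls | Test system: KCNQ1-transfected CHO-K1 cells | Timing: 90 min dye loading and 20 min compound exposure, both at room temperature | Measured by: Kinetic FluxOR thallium fluorescence, 10-s 1-Hz baseline, 110-s post-stimulus read | Medium: Assay buffer with matched DMSO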
hERG protect: hERG rescue from dofetilide block, primary screen, cell-based, CHO-hERG, FluxOR thallium flux, dofetilide IC70 | dofetilide IC70 present | activation (rescue from dofetilide block), less the hit threshold, % at 10 µM | 310,000 tested, 0.51% active;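 active means activation above the mean of controls blocked by dofetilide plus 5 SD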;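 further: thallium influx through hERG after potassium depolarization seen as dye fluorescence rise; in these data hits start at about 4.7%; inactives centre near -7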
Platelet DG rel: inhibitors of platelet dense granule secretion, primary screen, cell-based, MLPCN, human platelets; human platelet-rich plasma, SFLLRN dense granule ATP release, luminescence; inhibition, %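 (compounds screened at 7.5 µM in platelet-rich plasma)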; 300,000 tested, 0.22% active; AID 1663, 2009;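 active means mean replicate score, as percent of positive control, at or above 50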
Dyrk1A ADPGlo: rat Dyrk1A kinase inhibitors, primary screen, biochemical, single point, plate reader. Dual specificity tyrosine-phosphorylation-regulated kinase 1A (Rattus norvegicus), Q63470. inhibition, % at 12.5 µM. AID 504441, 2011. ADP-Glo luminescence, NFATc1 peptide. 310,000 tested, 0.43% active; in the data active means inhibition above about 50%;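 further: plate controls were vehicle with enzyme for no effect and no enzyme for full effect; many of its hits are not listed in these tables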
KCNK3 block: human KCNK3 channel inhibitors, primary screen, CHO cells, FluxOR thallium flux, B-score; B-score at 10 µM; AID 602410, 2012; 340,000 tested, 0.84% active; FluxOR fluorescence; active compounds read low;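 active means B-score under library mean minus 4 SD, starting fluorescence ratio at most library mean plus 5 SD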;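 further: more negative B-score means stronger inhibition of thallium flux through KCNK3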
TRPC4 potent: positive allosteric modulators of TRPC4, primary screen, cell-based, mouse TRPC4beta, HEK293 mu-opioid, Fluo-4 calcium | DAMGO EC20, Fluo-4 Ca2+ flux; active compounds read high | B-score at 10 µM | 310,000 tested, 0.42% active | AID 2227, 2009;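 active means B-score of calcium response area above 5 SD of library B-scores, with initial fluorescence ratio within 5 SD of library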;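 further: B-score of integrated fluorescence ratio over time as area under calcium response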
Target sequence (Q9QUQ5 whole entry, looked up): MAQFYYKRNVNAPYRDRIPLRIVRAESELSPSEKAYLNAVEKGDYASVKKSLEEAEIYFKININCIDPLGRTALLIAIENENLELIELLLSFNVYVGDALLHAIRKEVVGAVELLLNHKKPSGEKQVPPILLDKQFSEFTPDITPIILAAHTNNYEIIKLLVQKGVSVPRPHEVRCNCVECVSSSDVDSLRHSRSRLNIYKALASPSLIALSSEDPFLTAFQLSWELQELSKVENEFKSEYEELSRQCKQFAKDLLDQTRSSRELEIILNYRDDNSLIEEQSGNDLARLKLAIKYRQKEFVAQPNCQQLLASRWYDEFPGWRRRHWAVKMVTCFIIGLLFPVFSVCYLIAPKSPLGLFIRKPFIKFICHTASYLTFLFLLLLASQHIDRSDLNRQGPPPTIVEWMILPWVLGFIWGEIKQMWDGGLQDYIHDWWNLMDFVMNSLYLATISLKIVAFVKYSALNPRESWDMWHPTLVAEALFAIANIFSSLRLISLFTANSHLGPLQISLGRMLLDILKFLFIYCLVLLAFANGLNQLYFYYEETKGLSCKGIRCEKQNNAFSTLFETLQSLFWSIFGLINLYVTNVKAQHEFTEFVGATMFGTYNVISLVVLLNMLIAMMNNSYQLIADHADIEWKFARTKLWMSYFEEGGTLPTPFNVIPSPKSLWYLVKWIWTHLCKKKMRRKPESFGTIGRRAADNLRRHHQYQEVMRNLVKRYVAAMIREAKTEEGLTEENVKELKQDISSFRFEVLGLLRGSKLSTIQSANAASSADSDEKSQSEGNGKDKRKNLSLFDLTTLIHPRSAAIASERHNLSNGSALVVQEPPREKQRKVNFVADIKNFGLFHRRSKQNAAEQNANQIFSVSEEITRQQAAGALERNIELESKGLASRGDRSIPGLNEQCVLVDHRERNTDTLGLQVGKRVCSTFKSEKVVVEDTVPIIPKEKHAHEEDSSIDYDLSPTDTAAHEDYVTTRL
TRPC4 inh: inhibitors of mouse TRPC4 channel, primary screen, Fluo4 calcium, HEK293 TRPC4beta/mu-opioid cells. Short transient receptor potential channel 4 (Mus musculus), Q9QUQ5. DAMGO-evoked Fluo4 calcium flux; active compounds read low. B-score at 10 µM. 300,000 tested, 0.39% active. AID 2247, 2010;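 active means B-score over 3 SD under the library average, no early fluorescence shift, positive overall ratio signal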
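test system = HEK293 cells with stable TRPC4beta plus mu-opioid receptor expression | detection = Fluo4 Ca2+ flux fluorescence | read-out = integrated fluorescence ratio relative to baseline, converted to per-well B score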
TRPC4 agonist: activators of mouse TRPC4 channel, primary screen, Fluo4 calcium, HEK293 TRPC4beta/mu-opioid cells. Short transient receptor potential channel 4 (Mus musculus), Q9QUQ5. Fluo4 calcium fluorescence; active compounds read high. B-score at 10 µM. 310,000 tested, 0.49% active. AID 2237, 2010;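 active means B-score above 5 SD of library B-scores, and initial fluorescence ratio not above library mean plus 5 SD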;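 further: positive B-score marks a calcium rise read as TRPC4 activation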
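Material: TRPC4beta and mu-opioid receptor HEK293 stable cells | Incubation: 45 min room-temperature Fluo4 loading, 110 s read | Detection: Kinetic Fluo4 calcium fluorescence | Measure: Integrated baseline-normalised fluorescence ratio, converted to per-well B score | Benchmarks: Low control buffer alone, high control maximal DAMGO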
KCNK9 inh: KCNK9 potassium channel inhibitors, primary screen, HEK293 cells, thallium flux. Potassium channel subfamily K member 9 (Homo sapiens), Q9NPC2. FluxOR thallium flux fluorescence; active compounds read low. B-score at 10 µM. 310,000 tested, 1.2% active. AID 488922, 2010;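 active means ratio B-score over 3 SD below the library mean, with starting fluorescence within 5 SD of its mean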;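 further: negative B-score means less thallium flux so channel inhibition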
PolyA inh: polyadenylation inhibitors in yeast reporter cells, primary screen, luminescence, S. cerevisiae; S. cerevisiae SKY197-pL101 polyadenylation reporter, beta-gal luminescence; efflux-impaired pdr1/pdr3 knockout yeast; score 100 = 6 SD above DMSO; calls only at 12 µM; 300,000 tested, 0.02% active;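 active means lowest replicate activity score at least 50, where 100 means six control SD above control mean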;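 further: yeast exposed to compound for 9 h at 30 °C; higher score means more reporter readthrough which indicates perturbed polyadenylation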
Numbers without * were called inactive; i = inactive; · = no result given. These rows are one share of the data (hit frequency here may not be typical).

SMILES	KCNQ1 inh	KCNQ1 pot	hERG protect	Platelet DG rel	Dyrk1A ADPGlo	KCNK3 block	TRPC4 potent	TRPC4 inh	TRPC4 agonist	KCNK9 inh	PolyA inh
O=C(CSc1nc2ccccc2c(=O)[nH]1)Nc1nc(-c2ccc(Br)cc2)cs1	i	i	-9	-14	-3	i	i	i	i	i	i
Cc1ccc(S(=O)(=O)CCc2nnc(NC(=O)C3CCCO3)s2)cc1 (stereo unspecified)	i	i	-3	16	0	i	i	i	i	i	i
Cc1ccc(-n2c(-c3ccccc3)nnc2-c2cccs2)cc1	i	i	3	7	6	i	i	i	i	i	i
Cc1ccc(-c2n[nH]c(=S)n2C)cc1Cl	i	i	0	10	-4	i	i	i	i	i	i
O=C1CC(NNc2ccccc2)C(=O)N1c1cccc(Cl)c1 (stereo unspecified)	i	i	-5	-8	4	i	i	i	i	i	i
CC1Cc2ccccc2N1C(=O)COC(=O)c1cc(Br)ccc1O (stereo unspecified)	i	i	-14	8	5	i	i	i	i	i	i
CNC(=O)C(=O)NCC1OCCN1S(=O)(=O)c1ccc([N+](=O)[O-])cc1 (stereo unspecified)	i	i	-5	-1	-1	i	i	i	i	i	i
COc1ccccc1NC(=O)CCC(=O)N1CC(C)Oc2ccc(C)cc21 (stereo unspecified)	i	i	-10	2	1	i	i	i	i	i	i
CCc1ccccc1NC(=O)CSc1nnc(CNC(=O)c2ccco2)n1C	i	i	2	-13	-2	i	i	i	i	i	i
Cc1cc(C)cc(OCC(=O)NCc2cc(C)nc3ccccc23)c1	i	i	-9	4	6	i	i	i	i	i	i
COc1ccc(S(=O)(=O)N2CCCC(C(=O)NCc3ccco3)C2)cc1Cl (stereo unspecified)	i	i	-10	8	-8	i	i	i	i	i	i
O=C(C[n+]1cc(-c2ccccc2)n2c1CCC2)c1cccs1	i	i	2	3	5	i	i	i	i	i	i

Part of the list above in order of formula weight, highest first.
SMILES	KCNQ1 inh	KCNQ1 pot	hERG protect	Platelet DG rel	Dyrk1A ADPGlo	KCNK3 block	TRPC4 potent	TRPC4 inh	TRPC4 agonist	KCNK9 inh	PolyA inh
O=C(CSc1nc2ccccc2c(=O)[nH]1)Nc1nc(-c2ccc(Br)cc2)cs1	i	i	-9	-14	-3	i	i	i	i	i	i
CCc1ccccc1NC(=O)CSc1nnc(CNC(=O)c2ccco2)n1C	i	i	2	-13	-2	i	i	i	i	i	i
CC1Cc2ccccc2N1C(=O)COC(=O)c1cc(Br)ccc1O (stereo unspecified)	i	i	-14	8	5	i	i	i	i	i	i
O=C(C[n+]1cc(-c2ccccc2)n2c1CCC2)c1cccs1	i	i	2	3	5	i	i	i	i	i	i

Additional compounds:
SMILES	KCNQ1 inh	KCNQ1 pot	hERG protect	Platelet DG rel	Dyrk1A ADPGlo	KCNK3 block	TRPC4 potent	TRPC4 inh	TRPC4 agonist	KCNK9 inh	PolyA inh
COc1ccccc1C(=O)Nc1ccnn1C1CCN(Cc2csc(C(C)=O)c2)CC1	i	i	-8	8	1	i	i	i	i	i	i
Nc1ccccc1SCC(=O)Nc1cccc2ccccc12	i	i	-11	8	9	i	i	i	i	i	i
COc1cccc(NS(=O)(=O)c2c(C)n(C)c(=O)n(C)c2=O)c1	i	i	-5	17	-6	i	i	i	i	i	i
Cc1c(C(=O)NCc2ccccn2)sc2nc(-c3ccc(F)cc3)cn12	i	i	-10	3	-4	i	i	i	i	i	i
COCCn1c(NCc2ccc(C)cc2)nc2c1c(=O)[nH]c(=O)n2C	i	i	0	28	-4	i	i	i	i	i	i
CCOc1ccc(C(=O)CCC(=O)NNC(=O)c2ccccc2O)cc1	i	i	-3	-19	11	i	i	i	i	i	i
Cc1cc(C(=O)Nc2ccc(S(=O)(=O)N3CCOCC3)cc2)c(C)o1	i	i	-8	11	·	i	i	i	i	i	i
COc1ccc(O)c(-c2[nH]ncc2C(=O)c2cccc(C)c2)c1	i	i	1	-9	7	i	i	i	i	i	i
COC(=O)[C@H](C)NC(=O)NCc1ccc(F)cc1	i	i	-4	6	6	i	i	i	i	i	i
Nc1cccc(-c2cc3ccccc3oc2=O)c1	i	i	-9	-10	-12	i	i	i	i	i	i
O=C(Nc1ccccc1F)c1ccc(CSc2ncccn2)cc1	i	i	1	-8	-1	i	i	i	i	i	i
CN(C)S(=O)(=O)c1ccc(C(=O)Nc2nnc(SCc3cccc(F)c3)s2)cc1	i	i	0	24	2	i	i	i	i	i	i
COc1ccc(CC(=O)Nc2c3c(nn2-c2cccc(Cl)c2)CS(=O)(=O)C3)cc1	i	i	-10	-3	0	i	i	i	i	i	i
COC(=O)[C@@H](NC(=O)Nc1ccc(OC)cc1)C(C)C	i	i	-10	7	6	i	i	i	i	i	i
CCCCNC(=O)c1onc(CSc2ccc(OC)cc2)c1C(=O)O	i	i	-8	3	-8	i	i	i	i	i	i
O=C(N/N=C1\CCc2ccccc21)c1ccncc1	i	i	-3	2	-7	i	i	i	i	i	i
Cc1ccc2occ(/C=N/NC(=O)c3ccc(O)cc3)c(=O)c2c1	i	i	-13	5	3	i	i	i	i	i	i
COc1ccc(-n2nnnc2SC(C)C(N)=O)cc1 (stereo unspecified)	i	i	0	26	10	i	i	i	i	i	i
Cc1cc(CN(C)C(=O)c2ccc3nc(Cc4ccccc4F)oc3c2)on1	i	i	-9	6	5	i	i	i	i	i	i
COc1ccccc1NC(=O)CC(c1ccc(F)cc1)c1ccco1 (stereo unspecified)	i	i	-10	·	5	i	i	i	i	-10*	i
O=c1[nH]c(CSc2ncc(C(F)(F)F)cc2Cl)nc2ccccc12	i	i	-7	8	4	i	i	i	i	i	i
CNc1oc(-c2ccc(OCc3ccccc3)cc2)nc1C#N	i	i	-3	0	1	i	i	i	i	i	i
C/C(=N\Nc1ccccc1)c1cccc(N)c1	i	i	-8	-3	7	i	i	i	i	i	i
CC1(C)Cc2ccccc2C(NNC(=O)c2ccc(Br)o2)=N1	i	i	-13	-2	-10	i	i	i	i	i	i
CCOC(=O)C1=C(C(F)(F)F)Nc2ncnn2C1c1cc(OC)ccc1OC (stereo unspecified)	i	i	-3	5	-2	i	i	i	i	i	i
CCc1ccc(-c2nc(CSCC(=O)NCCCN3CCCC3=O)c(C)o2)cc1	i	i	-11	3	4	i	i	i	i	i	i
NS(=O)(=O)c1ccc(OC(=O)CNC(=O)OCc2ccccc2)cc1	i	i	-4	-4	11	i	i	i	i	i	i
Cc1ccc(OC(=O)CCC(=O)Nc2ccc(Br)cc2)cc1	i	i	0	16	3	i	i	i	i	i	i
COc1ccc(-c2cc(C(=O)N(C)Cc3ccc(OC)c(OC)c3OC)c3ccccc3n2)cc1OC	i	i	-10	-19	4	i	i	i	i	i	i
CCn1cc(NC(=O)CCl)c(C)n1	i	i	-1	-21	·	·	i	i	i	i	i
COc1ccc(S(=O)(=O)Nc2nnc(C(C)(C)C)s2)cc1	i	i	2	5	-2	i	i	i	i	i	i
O=C(NCCC1CCCCN1S(=O)(=O)c1ccccc1)C(=O)Nc1ccc(F)cc1F (stereo unspecified)	i	i	-16	4	-1	i	i	i	i	i	i
COc1ccc2nc(C)cc(SCC(=O)N/N=C/c3ccc(O)cc3O)c2c1	i	i	-10	-9	1	i	i	i	i	i	i
CN(C)C(CNC(=O)c1ccc2c(=O)n(-c3ccccc3F)c(=S)[nH]c2c1)Cc1ccccc1 (stereo unspecified)	i	i	-14	0	3	i	i	i	i	i	i
CC(C)CC(=O)c1c[nH]c(C(=O)NCCCN2CCOCC2)c1	i	i	-10	0	3	i	i	i	i	i	i
Cc1sc2ncnc(NCc3ccco3)c2c1C	i	i	-16	-2	23	i	i	i	i	i	i
O=C1Nc2ncccc2OC1CCCl (stereo unspecified)	i	i	-5	-5	3	i	i	i	i	i	i
CC1(C)CC(=O)C2=C(C1)NCN(Cc1ccc3c(c1)OCO3)C2	i	i	-4	-9	-1	i	i	i	i	i	i
O=C(N/N=C/c1c[nH]c2ccccc12)c1cc(-c2ccc3ccccc3c2)n[nH]1	i	i	-12	4	-1	i	i	i	i	i	i
O=C(NCc1cccs1)C(=O)NCC1OCCCN1S(=O)(=O)c1cc(F)ccc1F (stereo unspecified)	i	i	-8	-16	-7	i	i	i	i	i	i
CCn1c(SCc2ccccc2)nc2cc(OC)c(OC)cc2c1=O	i	i	-13	-3	11	i	i	i	i	i	i
COc1ccc(S(=O)(=O)N(C)CC(=O)Nc2ccc(C(F)(F)F)cc2)cc1Cl	i	i	-11	-3	-1	i	i	i	i	i	i
COc1ccccc1Oc1ccc(N/C=C/C(=O)c2ccco2)cc1	i	i	-8	8	-2	i	i	i	i	i	i
COC(=O)NC1(C(=O)O)CCCC1	i	i	-15	-5	-9	i	i	i	i	i	i
COc1ccc(CC(=O)O/N=C(\N)Cc2ccc(OC)c(OC)c2)cc1	i	i	-6	1	-2	i	i	i	i	i	i
COc1ccc(N(CC(=O)NC2CCCC2)C(=O)c2ccc(N3CCCCC3)nc2)cc1	i	i	-9	6	2	i	i	i	i	i	i
CS(=O)(=O)c1ccc(NC(=O)c2cccc(S(=O)(=O)N3CCN(Cc4ccccc4)CC3)c2)cc1	i	i	-11	8	-5	i	i	i	i	i	i
COc1cccc(CN2CCNC(=O)C2CC(=O)NCCn2cccn2)c1OC (stereo unspecified)	i	i	-7	-3	1	i	i	i	i	i	i
CC(=O)CCc1ccc(Oc2nc(-c3cccnc3)nc3ccccc23)cc1	i	i	-28	11	19	i	i	i	i	i	i
CCCNC(=O)C1CN(S(=O)(=O)c2ccccc2)CCN1S(=O)(=O)c1ccccc1 (stereo unspecified)	i	i	4	-1	·	i	i	i	i	i	i
C=CCn1c(SCC(=O)NC(=O)NCc2ccco2)nc2sc(CC)cc2c1=O	i	i	-8	0	4	i	i	i	i	i	i

From PubChem BioAssay
